# GASC-1 inh: inhibitors of human GASC-1 (JMJD2C) demethylase. GST-JMJD2C(1-420) H3K9me3 demethylation, DELFIA europium. inhibition, % at 2.35 µM. 330,000 tested, 0.069% active. AID 2099;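 active means more than half of a compound's replicate wells show inhibition beyond 50%, single wells judged on their own value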;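 further: signal counts dimethyl H3K9 product captured on neutravidin plate; 0% = median of DMSO wells and 100% = 0.3 times that DMSO median; strong numbers were not always called active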
# LAP4-GFP MLPCN: yeast TOR pathway LAP4-GFP modulation | S. cerevisiae LAP4-GFP multiplex, flow cytometry GFP, 3 h; median GFP as percent of DMSO wells | GFP response vs DMSO, % at 10 µM | 320,000 tested, 0.34% active | AID 2023;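 active means GFP response vs DMSO above a set limit, about the screen mean plus 3 SD, cut at about 150% in these data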
# procasp7 counter: counter-screen for procaspase-3 activators: activators of human procaspase-7. P55210. recombinant procaspase-7, Ac-DEVD-pNA absorbance 405 nm; D23A/D198A/D206A triple mutant, cannot self-cleave; scale: DMSO 0, 5 µM enzyme 100. activation, % at 8.5 µM. 330,000 tested, 0.093% active. AID 463210;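 active means percent activation above the screen-wide mean plus 3 SD, cut at about 25% in these data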
#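 Material: Procaspase-7 triple mutant (PC-7 D3A) | Quantity: 2 µM procaspase-7 mutant as dispensed | Reagent: DEVD-pNA substrate | Times: 1 h preincubation, 2 h reaction | Technique: 405 nm absorbance of p-nitroaniline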
# CR mimetic SO: lowers age-related superoxide in aged yeast cells | 330,000 tested, 0.18% active | S. cerevisiae aged cells, superoxide DHE fluorescence; hits give low values | superoxide response (% of plate mean), % at 10 µM | AID 2690;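 active means superoxide response under a set limit, about three screen SD below normal, cut at about 65% in these data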;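 further: yeast aged for seven days with compound at 30 °C before DHE staining; 100% = average MFI of all compound-treated wells on the plate with controls excluded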
# MEP2-GFP yeast: alters MEP2-GFP fluorescence in TOR pathway yeast screen; S. cerevisiae MEP2-GFP strain, flow cytometry GFP, 3 h; 100% = DMSO control level; GFP response vs DMSO, % at 10 µM; 330,000 tested, 0.51% active; AID 2016;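 active means GFP response versus DMSO above a set limit, roughly screen mean plus 3 SD, cut at about 180% in these data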;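 further: median GFP fluorescence of the barcode-gated MEP2-GFP cells per well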
# RPL19A-GFP yeast: modulators of TOR pathway RPL19A-GFP in S. cerevisiae; AID 2025; 330,000 tested, 0.3% active; percent response vs DMSO, % at 10 µM; S. cerevisiae RPL19A-GFP strain, flow cytometry, 3 h; hits give low values;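 active means percent response vs DMSO below 50%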;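 further: median channel GFP fluorescence of the barcoded RPL19A-GFP strain; ratio of sample median GFP to plate DMSO average so 100% = DMSO; lower means less RPL19A-GFP as with rapamycin TOR inhibition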
# AHR act: human AHR activation | P35869 | AHR-responsive luciferase reporter cells, luminescence | activation, % at 5 µM | 320,000 tested, 2.5% active | AID 2796; in the data active means activation above about 47%;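 further: 0% = vehicle wells and 100% = reference agonist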
# Target sequence (P35869 whole entry, looked up): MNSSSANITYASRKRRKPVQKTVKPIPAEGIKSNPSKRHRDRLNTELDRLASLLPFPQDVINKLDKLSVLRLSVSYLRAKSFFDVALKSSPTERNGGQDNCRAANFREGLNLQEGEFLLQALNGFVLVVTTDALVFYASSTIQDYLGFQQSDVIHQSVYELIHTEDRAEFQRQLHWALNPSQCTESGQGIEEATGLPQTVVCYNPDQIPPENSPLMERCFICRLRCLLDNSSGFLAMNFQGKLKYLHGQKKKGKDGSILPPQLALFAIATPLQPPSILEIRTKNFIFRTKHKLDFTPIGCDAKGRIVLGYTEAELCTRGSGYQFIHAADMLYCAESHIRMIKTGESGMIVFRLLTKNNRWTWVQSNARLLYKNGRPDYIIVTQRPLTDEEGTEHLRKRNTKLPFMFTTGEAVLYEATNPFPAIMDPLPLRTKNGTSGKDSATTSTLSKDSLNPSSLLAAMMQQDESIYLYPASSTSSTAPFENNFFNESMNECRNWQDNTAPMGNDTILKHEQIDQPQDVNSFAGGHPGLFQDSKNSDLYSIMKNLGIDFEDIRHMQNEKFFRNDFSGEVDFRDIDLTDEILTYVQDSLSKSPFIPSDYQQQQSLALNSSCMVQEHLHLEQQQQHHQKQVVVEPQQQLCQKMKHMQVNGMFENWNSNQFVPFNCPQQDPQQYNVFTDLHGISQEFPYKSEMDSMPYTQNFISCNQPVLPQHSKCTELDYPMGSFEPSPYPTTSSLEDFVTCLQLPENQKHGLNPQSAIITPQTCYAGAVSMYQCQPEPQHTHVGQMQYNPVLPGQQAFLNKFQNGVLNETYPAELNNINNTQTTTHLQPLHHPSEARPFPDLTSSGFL
# procasp3 activ: activates human procaspase-3. activation, % at 8.5 µM. P42574. 330,000 tested, 0.11% active. recombinant procaspase-3 D3A, Ac-DEVD-pNA absorbance 405 nm;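 active means activation above the mean of all tested compounds plus 3 SD, cut at about 21% in these data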;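 further: 0% = DMSO alone and 100% = DMSO wells spiked with extra 5 µM PC-3 D3A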
# Target sequence (P42574 whole entry D9A/D28A/D175A): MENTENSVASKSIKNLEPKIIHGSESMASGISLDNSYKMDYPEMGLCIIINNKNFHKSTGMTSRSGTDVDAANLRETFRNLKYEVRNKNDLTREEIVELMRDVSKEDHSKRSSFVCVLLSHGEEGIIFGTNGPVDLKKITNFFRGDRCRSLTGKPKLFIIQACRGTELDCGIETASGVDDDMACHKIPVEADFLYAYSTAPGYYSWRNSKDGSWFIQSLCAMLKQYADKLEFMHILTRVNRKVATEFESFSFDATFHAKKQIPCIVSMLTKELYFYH
#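 System: Procaspase-3 D3A mutant. Medium: Zinc-free 300 mM NaCl, 50 mM HEPES, 0.01% Triton X-100. Schedule: 1 h preincubation plus 2 h reaction at 25 °C. Measured by: 405 nm absorbance of p-nitroaniline, reads at 0 and 120 min. Read-out: percent activation relative to control range.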
# * marks the source's active call; other numbers are inactive results; / = not tested or not shown; [ ] = another dose, or the depositor's remark.
# Screens in order: GASC-1 inh, LAP4-GFP MLPCN, procasp7 counter, CR mimetic SO, MEP2-GFP yeast, RPL19A-GFP yeast, AHR act, procasp3 activ
- CC1=C(C)CC(C(=O)NNC(=O)c2csc(C)c2C)C(C(=O)O)C1 (centres undefined)
 : -8, 108, 7, 88, 100, 104, 3, -3
- CC(C)N(Cc1nccn1C)C(=O)c1ccc(OC2CCN(C(=O)C3CC3)CC2)cc1
 : -1, 105, 2, 107, 108, 102, -1, 1
- CCN1CCN(c2ccc(Cl)cc2NC(=O)c2ccco2)CC1
 : /, 96, 5, 89, 99, 97, -2, 4
- CN1C2CCC1CC(NC(=O)c1cccc(C(F)(F)F)c1)C2 (centres undefined)
 : -15, 96, -5, 100, 104, 102, 0, -1
- O=C(Nc1ccccc1C(=O)NC(Cc1ccccc1)C(=O)O)c1ccccc1 (centres undefined)
 : 15, 112, 0, 86, 100, 99, 0, 0
- Cc1csc(C(=O)O)c1NC(=O)c1ccc(F)cc1
 : -1, 96, 8, 99, 103, 102, -1, -5
- Cc1c(CN2CCCCC2)c(O)n(CCO)c(=O)c1C#N
 : 0, 94, 4, 96, 102, 104, -4, -3
- O=C(COC(=O)c1cccnc1Cl)c1cccc(Cl)c1
 : 3, 132, -2, 103, 112, 118, 0, 10
- Cn1nc(C(=O)OCC(=O)Nc2ccccc2[N+](=O)[O-])c2ccccc2c1=O
 : -6, 98, -3, 126, 98, 101, 13, -3
- COc1ccc(S(=O)(=O)N2CCC(C(=O)N3CCCCC3)CC2)cc1
 : 2, 96, 8, 93, 106, 101, -6, -5
- Cc1c(-c2ccc(Cl)cc2)[n+](=O)c(-c2ccccc2)cn1[O-]
 : 2, 113, 0, 113, 99, 101, 23, -4
- O=C1CN(C(=O)COC(=O)/C=C/c2ccc(OC(F)F)cc2)c2ccccc2N1
 : -5, 111, -3, 104, 102, 100, 10, 9
- CCC(NC(=O)c1cc(COc2ccc(Cl)cc2OC)on1)c1ccncc1 (centres undefined)
 : 44, 86, -3, 104, 88, 100, 47, -2
- O=C(CC1NCCc2ccccc21)Nc1ccc(Oc2ccccc2)cc1 (centres undefined)
 : -8, 96, 2, 101, 99, 100, 5, -6
- O=C(CNc1ccccc1F)Nc1cc(S(=O)(=O)N2CCCCC2)ccc1Cl
 : 4, 103, 4, 89, 102, 99, -1, 10
- Cc1ccc(CNC(=O)Cn2c(=O)oc3ccccc32)o1
 : 3, 97, -5, 100, 98, 100, -1, -7
- O=C(c1sc2ccccc2c1Cl)N1CCN(CCc2ccccn2)CC1
 : -5, 93, -2, 72, 100, 93, -1, 8
- CCOC(=O)c1c(NC(=O)CC2SC(=NC)N(C)C2=O)sc(C)c1C (centres undefined)
 : 2, 140, 13, 94, 92, 93, 1, 1
- COc1ccc(NC(=O)c2cc(-c3ccco3)on2)cc1OC
 : -3, 104, 7, 94, 100, 99, -5, 9
- Cc1ccc(Nc2nc(N/N=C/c3c[nH]c4ccccc34)nc(N3CCOCC3)n2)cc1
 : 22, 99, -16, 106, 104, 95, 51*, -9

# An excerpt of these results, as labelled records:
CC1=C(C)CC(C(=O)NNC(=O)c2csc(C)c2C)C(C(=O)O)C1 (centres undefined)
  GASC-1 inh: -8
  LAP4-GFP MLPCN: 108
  procasp7 counter: 7
  CR mimetic SO: 88
  MEP2-GFP yeast: 100
  RPL19A-GFP yeast: 104
  AHR act: 3
  procasp3 activ: -3

CC(C)N(Cc1nccn1C)C(=O)c1ccc(OC2CCN(C(=O)C3CC3)CC2)cc1
  GASC-1 inh: -1
  LAP4-GFP MLPCN: 105
  procasp7 counter: 2
  CR mimetic SO: 107
  MEP2-GFP yeast: 108
  RPL19A-GFP yeast: 102
  AHR act: -1
  procasp3 activ: 1

# The listing picks up, repeating the 2 entries before the break.
# Screens in order: GASC-1 inh, LAP4-GFP MLPCN, procasp7 counter, CR mimetic SO, MEP2-GFP yeast, RPL19A-GFP yeast, AHR act, procasp3 activ
- COc1ccc(NC(=O)c2cc(-c3ccco3)on2)cc1OC
 : -3, 104, 7, 94, 100, 99, -5, 9
- Cc1ccc(Nc2nc(N/N=C/c3c[nH]c4ccccc34)nc(N3CCOCC3)n2)cc1
 : 22, 99, -16, 106, 104, 95, 51*, -9
- Cc1ccc(/C=N/Nc2nc(C(C)(C)C)cs2)o1
 : -17, 99, -23, 96, 100, 101, 50*, 7
- COC(=O)c1ccc(N2C(=O)CC(N(C)Cc3ccccc3)C2=O)cc1 (centres undefined)
 : 0, 95, -10, 116, 100, 94, 3, -24
- C=CCn1c(SCC(=O)Nc2ccc(C(=O)O)cc2)nnc1-c1cccnc1
 : -8, 96, 4, 90, 93, 102, -2, -2
- O=C1[C@H](O)[C@@H](O)C(=O)N1Cc1ccccc1
 : -11, 96, 5, 99, 103, 101, 2, -1
- CCN(CC)c1cccc(OCC(=O)N2c3ccccc3CC2C)c1 (centres undefined)
 : 4, 107, -2, 113, 101, 96, 7, -3
- COc1cccc(C(=O)NCCS(=O)(=O)NCc2ccc3c(c2)OCO3)c1
 : -15, 97, 5, 92, 89, 92, 0, 3
- CCCCc1ccc(N=N/C(C(=O)Nc2ccc(NC(C)=O)cc2OC)=C(/C)O)cc1
 : 6, 110, -3, 106, 99, 100, 4, 1
- CCOC(=O)c1[nH]c(=O)[nH]c1CSc1ccccn1
 : 2, 113, -1, 96, 101, 98, -2, -6
- CCC(=O)N1CCN(C(=O)c2ccccc2)CC1
 : /, 125, 0, 97, 98, 99, 3, 10
- COc1ccc(CN(C(=O)CN2C(=O)c3ccccc3S2(=O)=O)C(C(=O)NCC2CCCO2)c2ccco2)cc1 (centres undefined)
 : -3, 97, 1, 93, 105, 108, 1, 1
- CC(O)CNc1nc2c(c(=O)n(Cc3ccc(Cl)cc3)c(=O)n2C)n1C (centres undefined)
 : 4, 84, 3, 95, 96, 100, 2, -1
- COc1cccc(C(=O)NCCCNC(=O)c2cccnc2)c1
 : -32, 91, 1, 109, 107, 101, 2, 4
- Cc1ccc2[nH]c(=O)c(CN(Cc3cccs3)C(=S)NCc3ccco3)cc2c1
 : 0, 112, -9, 86, 96, 84, 21, 2
- CCOC(=O)c1nnc(-c2ccc(C)cc2)nc1Oc1ccc(Cl)cc1Cl
 : 1, 105, -2, 123, 97, 102, 39, -10
- Nn1c(SCC(=O)Nc2ccccc2F)nc2ccccc2c1=O
 : -1, 105, 4, 81, 104, 102, -3, 5
- CC12CC3CC(C)(C1)CC(C(=O)NNC(=O)c1ccncc1)(C3)C2
 : 5, 67, -2, 81, 85, 104, 4, 7
- O=C(CC1CCCC1)Nc1ccc2c(c1)CCC2
 : -14, 95, 6, 102, 87, 92, 18, 3
- COc1ccc(S(=O)(=O)N2CCN(C)CC2)cc1Br
 : 2, 96, -2, 108, 98, 96, 1, 5
- COc1cc(C)ccc1OCCCOc1ccccc1Cl
 : -27, 104, 5, 89, 94, 99, 11, -1
- CCn1c(SCC(=O)N2c3ccccc3Sc3ccccc32)nc2c1c(=O)n(C)c(=O)n2C
 : 9, 100, 5, 100, 95, 96, -2, 5

# (listing goes on)
SMILES | GASC-1 inh | LAP4-GFP MLPCN | procasp7 counter | CR mimetic SO | MEP2-GFP yeast | RPL19A-GFP yeast | AHR act | procasp3 activ
CCC(=O)Nc1nc(C)c(-c2csc(Nc3cccc(O)c3)n2)s1 | 2 | 97 | 9 | 107 | 100 | 104 | 41 | 1
COc1ccc(F)cc1S(=O)(=O)NC1CCCC1 | -2 | 97 | -6 | 108 | 99 | 100 | 0 | -1
Fc1ccc(NC(=S)NCc2ccccc2)cc1 | 5 | 99 | 9 | 101 | 110 | 103 | 0 | 3
COc1cccc(C(=O)NCCCNC(=O)c2ccco2)c1 | 5 | 95 | 7 | 105 | 113 | 103 | 2 | -6
O=C1CC(c2ccc(Cl)cc2)SC(N(c2ccccc2)c2ccccc2)=N1 (centres undefined) | -4 | 94 | -1 | 92 | 100 | 108 | 1 | -1
Cc1cc(C(=O)CSc2nnnn2-c2ccccc2)c(C)n1-c1ccc2c(c1)OCO2 | 9 | 101 | -11 | 100 | 116 | 107 | 12 | -5
CCOc1ccc(S(=O)(=O)N2CCc3ccccc3C2)cc1 | 2 | 100 | 9 | 101 | 97 | 92 | 3 | -4
Cc1cccc(CCNC(=O)C2CCCN(S(=O)(=O)c3cnc[nH]3)C2)c1 (centres undefined) | -3 | 97 | 1 | 101 | 107 | 98 | 2 | 4
Nc1cc(-c2cccc([N+](=O)[O-])c2)[nH]n1 | -1 | 98 | -6 | 126 | 107 | 104 | 11 | 5
O=C(Cn1cc(C(=O)C(F)(F)F)c2ccccc21)N1CCOCC1 | -4 | 87 | -4 | 111 | 98 | 102 | 1 | 4
COc1cc(CN2CCN(Cc3cccc(OC)c3OC)CC2)cc(OC)c1 | -30 | 90 | -3 | 108 | 101 | 99 | 5 | 11
CC(C)(C)c1ccc(S(=O)(=O)N2CCN(CC(=O)NC(=O)NC3CCCCC3)CC2)cc1 | 4 | 102 | -3 | 118 | 106 | 106 | 2 | -12
CCCCOCCCNC(=O)c1ccc(NC(C)=O)cc1 | 9 | 112 | 7 | 95 | 107 | 108 | 0 | -3
CCCn1c(=O)n(C)c(=O)c2c(SCC(=O)NCC(c3ccccc3)N(C)C)nc(CC(C)C)nc21 (centres undefined) | 9 | 105 | 1 | 96 | 105 | 98 | -2 | -7
COC(=O)Cn1cc(C(=O)c2ccco2)c2ccccc21 | 7 | 99 | 11 | 93 | 101 | 105 | -2 | -2
CC(=O)c1c(C(=O)O)c2ccccc2[nH]c1=O | -10 | 99 | 6 | 114 | 102 | 99 | 2 | 10
Cc1nn(-c2ccccc2)c(C)c1NC(=O)COc1ccc([N+](=O)[O-])cc1 | 22 | 108 | 8 | 95 | 93 | 88 | 3 | -4
Nc1nc(-c2nonc2N)no1 | 6 | 81 | -6 | 88 | 92 | 100 | 6 | -5
O=C(CN1CCCCCC1)Nc1ccc(Oc2ccccc2)cc1 | -12 | 113 | 7 | 87 | 95 | 95 | 1 | 13
O=C(NCCN1CCOCC1)c1cc(-c2ccc(Cl)cc2Cl)on1 | -12 | 102 | 0 | 95 | 103 | 102 | 0 | 1
CN(C)c1ccnc(C(=O)O)c1 | 3 | 98 | -7 | 90 | 102 | 102 | -2 | -6
Cc1nnc(SCC(=O)Nc2ccccc2F)n1Cc1ccco1 | -2 | 99 | 4 | 114 | 98 | 101 | 2 | -3
O=C(O)c1cn(-c2ccc(F)cc2)c(=O)c2ccccc12 | 8 | 91 | 10 | 107 | 105 | 112 | 6 | -1
Cc1cc(NC(=O)CSC2=Nc3ccccc3C3=NC(Cc4ccccc4)C(=O)N23)n[nH]1 (centres undefined) | 6 | 86[may fluoresce violet] | -6 | 90 | 266*[may fluoresce violet] | 52[may fluoresce violet] | 15 | -2

# Arranged by molar mass (rising): part of the list above.
SMILES | GASC-1 inh | LAP4-GFP MLPCN | procasp7 counter | CR mimetic SO | MEP2-GFP yeast | RPL19A-GFP yeast | AHR act | procasp3 activ
CN(C)c1ccnc(C(=O)O)c1 | 3 | 98 | -7 | 90 | 102 | 102 | -2 | -6
Cc1cccc(CCNC(=O)C2CCCN(S(=O)(=O)c3cnc[nH]3)C2)c1 (centres undefined) | -3 | 97 | 1 | 101 | 107 | 98 | 2 | 4
Cc1cc(NC(=O)CSC2=Nc3ccccc3C3=NC(Cc4ccccc4)C(=O)N23)n[nH]1 (centres undefined) | 6 | 86[may fluoresce violet] | -6 | 90 | 266*[may fluoresce violet] | 52[may fluoresce violet] | 15 | -2

# Compound activity deposited in PubChem by several laboratories.
